eIF4E 4G PPI – inhibitors of eIF4E and eIF4G interaction in translation initiation | P63073+Q04637 | inhibition, % at 21.7 µM | TR-FRET eIF4E-eIF4GI(517-606) binding, 2 h | actives 0.37% (n = 220,000) | AID 782;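 active means inhibition above about 30%, limit read from the data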;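 further: 0% = full FRET control wells and 100% = background wells lacking eIF4GI fragment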
FXIa inh – blocks human coagulation factor XIa protease activity. actives 0.14% (n = 220,000). AID 798. P03951. purified FXIa, Boc-Glu-Ala-Arg-AMC fluorogenic substrate. inhibition, % at 5 µM;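 active means inhibition of at least 40%; inactive means inhibition below 40%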;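 further: fluorescence of freed AMC excited at 355 nm; 0% = enzyme without compound and 100% = no enzyme blank; many of its hits are not listed in these tables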
p97 ATPase inh – human p97 ATPase inhibition | P55072 | recombinant p97 ATPase, Kinase-Glo ATP luminescence, 3 h | inhibition, % at 8 µM | actives 0.42% (n = 220,000); in the data active means inhibition above about 15%;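 further: 0% = DMSO vehicle and 100% = wells lacking enzyme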
14-3-3 Bad PPI – disrupts binding of bovine 14-3-3 zeta to phospho-Bad peptide | P63103 | TR-FRET 14-3-3zeta/Dy647-pBad peptide displacement, 1 h | inhibition, % at 21.7 µM | actives 0.71% (n = 220,000);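 active means inhibition above about 70%, limit read from the data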;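 further: 0% = full 14-3-3 plus peptide FRET controls and 100% = background without 14-3-3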
Rad51 HR inh – blocks human Rad51 in homologous recombination | Q06609 | hRad51 DNA strand exchange, fluorescence dequenching | inhibition, % at 10 µM | actives 0.085% (n = 200,000) | AID 1385;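 active means inhibition above 40% at the single screening dose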;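 further: 0% = DMSO control wells and 100% = blanks with heterologous ssDNA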
Target sequence (Q06609 whole entry, looked up): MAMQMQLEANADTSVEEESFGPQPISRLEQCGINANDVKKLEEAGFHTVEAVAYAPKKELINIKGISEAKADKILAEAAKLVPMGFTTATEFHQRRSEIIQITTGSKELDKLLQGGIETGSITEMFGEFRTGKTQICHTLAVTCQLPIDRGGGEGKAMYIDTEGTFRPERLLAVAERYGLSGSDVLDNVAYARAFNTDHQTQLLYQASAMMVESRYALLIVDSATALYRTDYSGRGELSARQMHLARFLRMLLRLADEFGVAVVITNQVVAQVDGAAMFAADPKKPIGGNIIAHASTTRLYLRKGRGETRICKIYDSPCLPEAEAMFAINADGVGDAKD
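Material: Human Rad51 nucleoprotein filaments preassembled on unlabelled ssDNA | Also added: Labelled 47-mer dsDNA for strand exchange | Dosing: Single dose, 10 µM final compound | Schedule: 30-min compound preincubation and 15-min exchange, both room temperature | Technique: Fluorescence dequenching at 485/520 nm | Measure: Percent inhibition relative to plate controls and blanks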
FXIIa inh 1536 – blocks human coagulation factor XIIa protease activity | purified FXIIa, Boc-QGR-AMC fluorogenic substrate, 2 h | inhibition, % at 5 µM | actives 0.3% (n = 220,000) | AID 800; in the data active means inhibition above about 40%;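 further: 0% = enzyme with no compound and 100% = blank without enzyme; many of its hits are not listed in these tables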
Target sequence (P00748 20-372 limits assumed): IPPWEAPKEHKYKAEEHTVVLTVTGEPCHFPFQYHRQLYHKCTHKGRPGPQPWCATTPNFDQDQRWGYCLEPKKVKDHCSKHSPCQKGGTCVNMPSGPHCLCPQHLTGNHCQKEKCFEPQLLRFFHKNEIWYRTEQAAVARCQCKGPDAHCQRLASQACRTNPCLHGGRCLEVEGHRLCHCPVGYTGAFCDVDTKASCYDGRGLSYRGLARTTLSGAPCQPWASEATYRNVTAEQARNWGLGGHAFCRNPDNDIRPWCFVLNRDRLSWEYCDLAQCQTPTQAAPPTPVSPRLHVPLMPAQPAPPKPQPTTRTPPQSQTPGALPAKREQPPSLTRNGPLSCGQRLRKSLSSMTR
Target sequence (P00748 373-615 limits assumed): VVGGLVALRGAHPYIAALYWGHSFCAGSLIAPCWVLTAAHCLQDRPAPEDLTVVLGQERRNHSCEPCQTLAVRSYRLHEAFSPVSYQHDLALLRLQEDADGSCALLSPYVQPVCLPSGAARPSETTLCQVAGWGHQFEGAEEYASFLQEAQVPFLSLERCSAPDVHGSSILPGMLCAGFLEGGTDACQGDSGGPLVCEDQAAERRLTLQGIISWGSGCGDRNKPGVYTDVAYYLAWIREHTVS
MDM2 E3 inh – Mdm2 E3 ligase (human) inhibition. cell-based MDM2 ubiquitination luciferase reporter, 2 h; 0 = plate control, 100 = twice control, blank-subtracted. signal enhancement, % at 5 µM. actives 0.11% (n = 210,000). AID 1230;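 active means signal enhancement of 30% or more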;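 further: luminescence tracks abundance of the self-degrading MDM2-luciferase fusion protein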
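Material: Stable MDM2–luciferase fusion reporter cells | Amount: 2000 cells seeded into each well | Dosing: One concentration, 5 µM, with 0.2% DMSO | Incubation: 4 h cell settling then 2 h compound exposure, 37 °C | Measured by: Luciferase luminescence | Read-out basis: % enhancement relative to plate controls after blank subtraction | Benchmarks: Control and blank well means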
Wee1 stabilizer – blocks degradation of human Wee1 kinase. AID 1321. P30291. reporter increase, % at 5 µM. HeLa Luc-Wee1K328M stability, luciferase luminescence; 100% = proteasome inhibitor MG132 effect. actives 1.2% (n = 220,000);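 active means activation above the mean of all tested compounds plus 3 SD, set per screening run, cut at about 8.8% in these data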;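 further: cells exposed to compound for 20 h before luminescence read; 0% = DMSO alone and 100% = MG132 at 30 µM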
hK5 inh – inhibitors of human kallikrein 5 | recombinant hK5, fluorogenic AMC substrate cleavage | inhibition, % at 5 µM | Q9Y337 | actives 0.59% (n = 210,000);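 active means inhibition of 40% or more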;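 further: 0% = enzyme controls without compound and 100% = no-enzyme blanks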
Numbers without * were called inactive; · = no result given; [ ] = remark or other dose.

Below each compound: eIF4E 4G PPI, FXIa inh, p97 ATPase inh, 14-3-3 Bad PPI, Rad51 HR inh, FXIIa inh 1536, MDM2 E3 inh, Wee1 stabilizer, hK5 inh
COCCCNC(=S)NNC(=O)c1ccc2c(c1)OCO2
 : -1, -1, -2, -4, 3, -7, -14, -1, 0
CCCCOC(=O)Nc1cccc(C(C)=O)c1
 : 0[fluorescence artefact?], 1, -7, -1, 0, 0, -4, -2, -6
O=C(Cc1ccccc1)NNC(=S)Nc1ccc(Cl)cc1
 : 2, -5, -6, -6, 25, 5, -2, 0, -80
Oc1c(Cl)cc(Cl)cc1C=Nc1cc(C(F)(F)F)ccc1N1CCc2ccccc2C1
 : 4, 8, -19, -1, 10, 8, -26, 1, 3
Cc1cccc(N2CCN(CC(O)COc3ccc(Cl)cc3)CC2)c1 (stereo not drawn)
 : 1, 0, 4, 7, 7, 5, ·, -1, 2
Cc1nnsc1SC(C)C(=O)O (stereo not drawn)
 : -9, -1, 4, 31, -2, 10, -13, 2, 4
C=CCN(CC=C)C(=S)NC(=O)c1ccc(C)c(Br)c1
 : 0, 10, 0, -11, ·, 12, -6, 0, -35
COc1ccc(OC)c(-n2c(SCC(=O)Nc3cc(C)on3)nnc2-c2c[nH]c3ccccc23)c1
 : -2, 14, -1, 2, -3, 12, -19, 2, 4
NC(=O)C1CCN(C(=O)c2cccc(S(=O)(=O)N3CCc4ccccc4C3)c2)CC1
 : 5, 1, 6, -6, 3, 6, -19, 1, 1
CN1C(=O)Cn2c1nc1ccccc12
 : -8, -5, -7, 0, 6, 13, -9, -1, -5
Fc1ccc(-c2nc3c(-c4ccc(F)cc4)cnn3cc2CCN2CCOCC2)cc1
 : -1, 2, -4, 6, ·, 7, -14, 1, ·
NC(=O)C1(N2CCCCC2)CCN(C(=O)CSc2nc(C(F)(F)F)cc(=O)[nH]2)CC1
 : -12, 4, 1, 1, -5, 13, -6, -1, -15
Cc1ccc(C(=O)Nc2ccccc2Oc2ccccc2)cc1[N+](=O)[O-]
 : 15, -8, -4, -10, ·, -4, -16, 5, -13
COc1ccc(C(=O)N2CCC(C(=O)Nc3ccc4c(c3)OCO4)CC2)cc1
 : -2, 1, -2, -17, 10, 11, 2, -2, -18
Cc1cc(/C=C2\SC(=S)NC2=O)c(C)n1C
 : 1, 7, 2, 4, -19, 25, 4, -2, -45
COCc1[nH]nc2c1C(c1cc(OC)c(O)c(OC)c1)C(C#N)=C(N)O2 (stereo not drawn)
 : -4, 0, 6, -8, 0, 9, -9, 0, -19
CC1CCCC(NS(=O)(=O)c2ccc3c(c2)OCCO3)C1C (stereo not drawn)
 : -2, -4, -5, 4, -9, -10, 15, 0, -3
CN(Cc1ccccc1)CC(O)COc1ccc(CNCCCOc2cccnc2)cc1 (stereo not drawn)
 : -3, 19, -3, -15, 8, 31, -9, 8.9*, ·
COC(=O)c1c(NC(=O)CN2C(=O)C(=O)N(CC(C)C)C2=O)sc2c1CCCCC2
 : 2[fluorescence artefact?], 0, -5, -4, -10, 8, -8, 3, -8
COc1ccc(CCN(C)C(=O)CSc2nc3ncc(Cl)cc3[nH]2)cc1OC
 : 1, -2, 1, -3, -2, 13, 2, -1, 3
COc1cc(CC(=O)Nc2cc(S(C)(=O)=O)ccc2Cl)cc(OC)c1OC
 : -3, 2, 7, -12, -1, 10, -7, -1, 0
Cc1cc(-c2ccccc2)n(-c2ccc(C(=O)N3CCN(c4ncccn4)CC3)cc2)n1
 : 7, 0, -1, -2, 7, 3, -6, -4, 2
O=[N+]([O-])C(/C=C(/Cl)[N+](=O)[O-])=C(N1CCCCC1)N1CCCCC1
 : 1, 6, 4, 1, -6, 11, -75, 6, 6
O=C(Cc1cccs1)N1CCN(S(=O)(=O)c2ccccc2)CC1
 : 1[fluorescence artefact?], 3, 2, -7, -3, 7, -10, -2, -14
COc1ccc(CC(=O)OCCN(C)C)cc1
 : -11, -9, 4, 11, -1, 12, -5, -2, -26
COc1ccc(Br)cc1/C=N/Nc1cccc(C(=O)O)c1
 : 2, 5, 7, -3[fluorescence artefact?], 9, 6, 0, 4, -10
COc1ccc(NC(=O)c2ccccc2NC(=O)C2CCCO2)cc1 (stereo not drawn)
 : 12, 3, -5, 2, -9, 0, -20, -1, 8
Cc1ccc2c(n1)sc1c(-c3ccccc3)c(C#N)c(N)nc12
 : 5[fluorescence artefact?], -3, 2, -10, -4, 5, -40, 6, -102
c1ccc(Cn2nnnc2CN2CCN(c3ncccn3)CC2)cc1
 : 4, 0, 1, 4[fluorescence artefact?], 6, -3, -12, -1, -20
COc1ccc(NC(=O)C2C3CCC(C3)C2C(=O)O)cc1OC (stereo not drawn)
 : -1, -4, -1, -5, 10, -5, 11, -1, 1
OCC(O)CN1CCCC1 (stereo not drawn)
 : -4, -1, 1, 1, ·, 5, -2, 0, -2
CN(C)C(CNC(=O)c1cccc(C#N)c1)c1ccco1 (stereo not drawn)
 : 4, -5, 1, -4, -1, 2, -9, 0, -4
CC(C)CCSc1ncnc2c1oc1nc3c(cc12)COC(C)(C)C3
 : -1, 2, 0, 1, -10, 15, -6, 0, 0
CCCCOC1CC(c2ccc(OCc3ccc(OC)cc3)c(OC)c2)N(C)O1 (stereo not drawn)
 : 1, -3, 1, -4, 0, 4, -13, -1, -9
O=C1c2ccccc2C(=O)N1CN(C(=O)COc1ccccc1)c1ccc(F)cc1
 : -4, -5, -4, 4, -9, 4, -8, 1, -7
COC(=O)c1ccc(-c2noc(CN(Cc3ccccn3)CC3CCCO3)n2)cc1 (stereo not drawn)
 : -1, 14, -4, 0, -114, 15, -39, -1, 11
Cc1noc(C)c1COC(=O)c1cc(C)n(-c2ccccc2)c1C
 : -6, -1, 0, 2, 2, -6, -5, -1, -7
Cc1ccc(OC(C)C)c(CN(CCO)CCO)c1
 : 3[fluorescence artefact?], -2, 3, 22[fluorescence artefact?], ·, 12, -19, -2, -9
CCc1ccc(OCC(=O)NC(NC(=S)Nc2ccccc2)C(Cl)(Cl)Cl)cc1 (stereo not drawn)
 : 3, -4, 6, -14[fluorescence artefact?], 2, 1, -13, 3, -23
O=C(C1CCCN(Cc2ccccc2)C1)N1CCc2ccccc2C1 (stereo not drawn)
 : 1[fluorescence artefact?], -2, 0, 78*, -5, 16, -2, 0, 6
COc1ccc(/C=N/NC(=O)CC(=O)NCc2cccnc2)cc1
 : 14, 2, -7, -2, 3, 17, 5, -2, 5
COc1ccccc1NS(=O)(=O)CC12CCC(CC1=O)C2(C)C (stereo not drawn)
 : 5, -2, -3, 9, 3, 11, -9, 0, -10
O=C(CN1CCN(Cc2ccc(Cl)cc2)C1=O)NCc1cccs1
 : -4, -3, 0, -10, 0, 6, -16, -2, -25
O=C(NCC1CCN(S(=O)(=O)c2ccccc2)CC1)Nc1ccc(F)cc1F
 : -3, -10, 5, 0, 6, 2, -13, -3, -2
CC1(C)CC(=O)CC(C2(O)C(=O)N(Cc3ccccc3)c3ccccc32)O1 (stereo not drawn)
 : -5, 5, 8, 2, 6, 12, -14, -1, -5
COc1ccc(-c2c(C)n([O-])c(C)c(-c3ccccc3)[n+]2=O)cc1OC
 : 1, -1, -8, -24[fluorescence artefact?], -3, 5, -3, -1, 6
CC(=O)Nc1csc2ccccc12
 : -3, -1, 2, -1, -9, 10, -8, 2, 3
O=C(NCc1ccc(Cl)cc1Cl)c1ccccn1
 : -10, -3, 0, 16, 8, 18, -14, 3, -14
CCOC(=O)N1CCN(C(=S)Nc2cccc(C)c2)CC1
 : -5, 4, -7, -17, -4, 2, -6, 1, -12
c1ccc2oc(-c3[nH]ncc3CN3CCC(N4CCSCC4)CC3)cc2c1
 : -3, -4, -3, -14, 4, 10, -1, 2, 1
Cc1csc(NC(=O)CCc2ccc(S(=O)(=O)N3CCOCC3)cc2)n1
 : 6[fluorescence artefact?], -7, -4, 3[fluorescence artefact?], 6, 0, -6, 0, 1
Cc1ccc(S(=O)(=O)N(CC(O)CN(C)C)c2ccccc2)cc1 (stereo not drawn)
 : 4, 1, 2, 12, 6, 12, -5, -2, -27
Cn1c(SCC(=O)c2ccc3c(c2)Cc2ccccc2-3)nnc1-c1cccc(N)c1
 : 13, 5, 3, -9[fluorescence artefact?], 4, 15, 6, -2, -19
Cc1cc(C)n(-c2ccc(Cl)c(C(=O)OCC(N)=O)n2)n1
 : -11, 0, 3, -4, -2, 10, -17, 2, -4
NCCCNC(=O)c1ccc(/C=N/O)nc1
 : -1, -5, 3, -8, 12, 0, -7, -1, -6
Cc1nc2ccccc2c2c1C(=O)NC2=O
 : 3, 1, 3, 7, 5, 5, -11, 1, 3
CCOc1ccc(Cc2c(Cl)nc(SC)nc2OC)cc1
 : 1, -15, -1, 4, 7, 14, -7, -1, 7
CN(C(=O)C1CCOC1)c1nnc(-c2cnccn2)s1 (stereo not drawn)
 : 5, 0, -1, -8[fluorescence artefact?], -5, 14, -10, 1, -16

An excerpt of these results, in markdown:
| compound | eIF4E 4G PPI | FXIa inh | p97 ATPase inh | 14-3-3 Bad PPI | Rad51 HR inh | FXIIa inh 1536 | MDM2 E3 inh | Wee1 stabilizer | hK5 inh |
| --- | --- | --- | --- | --- | --- | --- | --- | --- | --- |
| COCCCNC(=S)NNC(=O)c1ccc2c(c1)OCO2 | -1 | -1 | -2 | -4 | 3 | -7 | -14 | -1 | 0 |
| CCCCOC(=O)Nc1cccc(C(C)=O)c1 | 0[fluorescence artefact?] | 1 | -7 | -1 | 0 | 0 | -4 | -2 | -6 |
| O=C(Cc1ccccc1)NNC(=S)Nc1ccc(Cl)cc1 | 2 | -5 | -6 | -6 | 25 | 5 | -2 | 0 | -80 |
| Oc1c(Cl)cc(Cl)cc1C=Nc1cc(C(F)(F)F)ccc1N1CCc2ccccc2C1 | 4 | 8 | -19 | -1 | 10 | 8 | -26 | 1 | 3 |
| Cc1cccc(N2CCN(CC(O)COc3ccc(Cl)cc3)CC2)c1 (stereo not drawn) | 1 | 0 | 4 | 7 | 7 | 5 | · | -1 | 2 |
| Cc1nnsc1SC(C)C(=O)O (stereo not drawn) | -9 | -1 | 4 | 31 | -2 | 10 | -13 | 2 | 4 |
| C=CCN(CC=C)C(=S)NC(=O)c1ccc(C)c(Br)c1 | 0 | 10 | 0 | -11 | · | 12 | -6 | 0 | -35 |
| COc1ccc(OC)c(-n2c(SCC(=O)Nc3cc(C)on3)nnc2-c2c[nH]c3ccccc23)c1 | -2 | 14 | -1 | 2 | -3 | 12 | -19 | 2 | 4 |
| NC(=O)C1CCN(C(=O)c2cccc(S(=O)(=O)N3CCc4ccccc4C3)c2)CC1 | 5 | 1 | 6 | -6 | 3 | 6 | -19 | 1 | 1 |
| CN1C(=O)Cn2c1nc1ccccc12 | -8 | -5 | -7 | 0 | 6 | 13 | -9 | -1 | -5 |
| Fc1ccc(-c2nc3c(-c4ccc(F)cc4)cnn3cc2CCN2CCOCC2)cc1 | -1 | 2 | -4 | 6 | · | 7 | -14 | 1 | · |
| NC(=O)C1(N2CCCCC2)CCN(C(=O)CSc2nc(C(F)(F)F)cc(=O)[nH]2)CC1 | -12 | 4 | 1 | 1 | -5 | 13 | -6 | -1 | -15 |
| Cc1ccc(C(=O)Nc2ccccc2Oc2ccccc2)cc1[N+](=O)[O-] | 15 | -8 | -4 | -10 | · | -4 | -16 | 5 | -13 |
| COc1ccc(C(=O)N2CCC(C(=O)Nc3ccc4c(c3)OCO4)CC2)cc1 | -2 | 1 | -2 | -17 | 10 | 11 | 2 | -2 | -18 |

Bioassay records deposited in PubChem by several laboratories.
